AmpC inh no detg: inhibitors of E. coli AmpC beta-lactamase without detergent; 0.52% of 330,000 active; Potency, µM (series often up to 57.1 µM), inactives show top-dose activity change, negative = inhibition, actives largely listed as inhibitors; AmpC nitrocefin hydrolysis, absorbance 480 nm, 0.0001% Triton; P00811;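 note: potency is the fitted concentration of half-maximal effect; plate controls were no compound for no effect and no enzyme for full effect; nearly all actives have a fitted effect of over 20% in size; some results filed as inactive show a strong effect at the top dose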
Target sequence (P00811 whole entry, looked up): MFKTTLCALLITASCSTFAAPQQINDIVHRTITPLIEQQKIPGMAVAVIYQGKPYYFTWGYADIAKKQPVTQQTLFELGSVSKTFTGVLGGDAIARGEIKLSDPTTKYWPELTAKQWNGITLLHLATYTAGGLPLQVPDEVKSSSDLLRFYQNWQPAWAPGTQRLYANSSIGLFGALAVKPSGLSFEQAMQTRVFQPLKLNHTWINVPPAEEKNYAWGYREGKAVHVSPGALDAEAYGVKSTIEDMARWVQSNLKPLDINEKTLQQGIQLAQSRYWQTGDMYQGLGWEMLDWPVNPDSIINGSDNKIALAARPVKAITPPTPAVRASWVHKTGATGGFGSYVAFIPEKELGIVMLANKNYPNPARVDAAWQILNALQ
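AmpC (5.3 nM in the dispensed reagent) in 20 mM phosphate pH 7.0 with 0.01% (detergent screen) or 0.0001% Triton X-100 was preincubated with compounds for 15 min at room temperature. Nitrocefin was then added from an 800 uM solution, and hydrolysis was followed at 480 nm.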
AmpC detergent: blocks E. coli AmpC beta-lactamase in detergent assay | 0.041% of 370,000 active | Potency, µM (doses to about 114 µM), for inactives: at the top dose activity change, negative = inhibition, hits mostly inhibitors | AmpC hydrolysis of nitrocefin, absorbance 480 nm, 0.01% Triton;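 note: potency is the fitted concentration of half-maximal effect; 0% = no-compound wells and -100% = no-enzyme wells; nearly all actives have a fitted effect of over 25% in size; some results filed as inactive show a strong effect at the top dose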
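20 mM phosphate pH 7.0 + 0.01% (detergent screen) or 0.0001% Triton X-100; 5.3 nM AmpC reagent; cpd preinc 15 min RT; nitrocefin (800 uM stock) to start; A480 q20 s × 4 min; Activity was normalised to no-enzyme and no-compound control wells.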
Sm TGR inh: inhibitors of Schistosoma mansoni thioredoxin glutathione reductase | AID 485364 | purified TGR, DTNB reduction, TNB absorbance 405 nm | Q962Y6 | 3% of 360,000 active | Potency, µM (series often up to 114 µM), inactives show top-dose activity change, negative = inhibition, most hits filed as inhibitors; note: potency is the fitted concentration of half-maximal effect; nearly all actives have a fitted effect of over 60% in size
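TGR 20 nM + NADPH 100 uM (dispensed conc.), cpd preinc 15 min RT; start with NADPH (500 uM addition) then DTNB (15 mM addition). Kinetic TNB absorbance, 405 nm filter. Four-parameter Hill fit across titration.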
FBPA Giardia inh: inhibitors of Giardia lamblia fructose-1,6-bisphosphate aldolase. A8B2U2. purified Giardia FBPA. Potency, µM (top dose mostly 59.6 µM), for the others: top-dose activity, negative = inhibition, hits mostly inhibitors. 0.71% of 290,000 active. AID 2451; note: potency is the fitted concentration of half-maximal effect; nearly all actives have a fitted effect of over 55% in size
Target sequence (A8B2U2 whole entry, looked up): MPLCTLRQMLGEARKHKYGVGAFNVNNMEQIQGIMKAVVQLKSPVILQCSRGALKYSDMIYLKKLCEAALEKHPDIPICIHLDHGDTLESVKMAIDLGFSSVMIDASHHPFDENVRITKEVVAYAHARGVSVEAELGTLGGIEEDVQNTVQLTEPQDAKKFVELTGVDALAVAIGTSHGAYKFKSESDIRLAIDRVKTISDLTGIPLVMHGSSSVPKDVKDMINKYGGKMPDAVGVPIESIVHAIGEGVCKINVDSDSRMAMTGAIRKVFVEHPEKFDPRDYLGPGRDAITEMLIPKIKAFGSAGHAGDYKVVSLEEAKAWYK
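Giardia FBPA (40 nM reagent) was preincubated 10 min at RT with compound (up to 57.5 uM final), then substrate plus GAPDH/TPI/NAD/arsenate coupling system with diaphorase/resazurin was added; resorufin fluorescence (525/598 nm) was read after 20 min.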
HCV inhibitor: inhibitors of hepatitis C virus infection; Huh7.5.1 HCVcc-Cre infection, luciferase reporter, 44 h; Potency, µM (titrated, usually from 41.8 µM), inactives show at the highest dose activity change, negative = inhibition, actives largely listed as inhibitors; 3.4% of 340,000 active; AID 651820; note: potency is the fitted concentration of half-maximal effect
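Infectious HCVcc-Cre (~0.5 moi) was added to cells just after compound, with cells seeded 4 h earlier at 1,000 per well. Luciferase activity after 44 h culture reported infection; substrate was incubated 15 min at room temperature before reading.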
HCMV inh: human cytomegalovirus inhibition. AID 1259415. activity change, negative = inhibition, % at 57.5 µM. 4.5% of 410,000 active. HFF cells, HCMV-luciferase reporter, 72 h; active compounds read low; in the data active = activity change below about -60%; inconclusive = no clear call, values can overlap the other calls; inactive = above about -39%
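After 16 h attachment at 37C, HFF cells received test compound and HCMV-luciferase (1 PFU/cell); reporter luminescence read 72 h later, data normalized against buffer-only and known inhibitor Salinomycin.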
Starred values were filed as active, the others as inactive; u = inconclusive; x = not tested or not shown; & = joins results of further samples; [ ] = remark or other dose. Unless noted, calls come from the whole dose curve; as a rule, active = well fitted curve in the direction sought with a large enough effect; inconclusive = small, poorly fitted or top-dose-only effect, or another doubt; inactive = no such curve, though single readings can be large; an effect the other way counts as inactive or inconclusive. Unless noted, % is set by controls: 0 for no effect and ±100 for the full control effect. Rows are unselected. Share with any hit: about 9.9%.

Structure	HCMV inh	Sm TGR inh	AmpC detergent	HCV inhibitor	AmpC inh no detg	FBPA Giardia inh
COc1cccc(NC(=O)CNC(=O)Cn2c(C)cc3ccccc3c2=O)c1	5	6%	6%	x	x	x
CCn1c(SCC(=O)c2cccs2)nnc1-c1ccco1	36	45µM*	-4%	-15%	-14%	-11%
CC1CCc2nc(NC(=O)C3COc4ccccc4O3)sc2C1 (centres undefined)	-76*	6%	u	u	-16%	-8%
O=c1ccc2cc(S(=O)(=O)Nc3ccc(F)c(Cl)c3)ccc2[nH]1	8	-1%	3%	x	x	x
O=C(Nc1ccc(OCC(=O)N2CCN(S(=O)(=O)c3ccccc3)CC2)cc1)c1ccco1	-8	-18%	-4%	-9%&-2%	-22%	4%
Cc1ccccc1Cn1c(C(C)O)nc2ccccc21 (centres undefined)	-16	-16%	u	14%	0%	-1%
N=C1C(c2nc3ccccc3[nH]2)=C(O)CN1NC(=O)c1c[nH]c2ccccc12	73	-7%	3%	6%	-55%	7%
CCCCCN(C(=O)CCC(=O)OCC(=O)N(C)Cc1ccc(C)cc1)c1c(N)n(CCCC)c(=O)[nH]c1=O	-11	-17%	u	x	189%[activator]	x
Cc1nn(S(=O)(=O)N2CCOCC2)c(C)c1Br	-31	x	4%	22%	-1%	3%
Cc1ccc(S(=O)(=O)N(C)/N=C/c2ccc(C(=O)O)cc2)cc1	-17	-27%	3%	1%	-16%	u
Cc1ccc2nc(NC(=O)c3cc(=O)c4cc(Cl)ccc4o3)sc2c1	2	4%	13%	x	x	x
COc1cc(C(=O)N=c2sc3c(C)ccc(OC)c3n2C)cc(OC)c1OC	22	-3%	-6%	u	-7%	1%
CS(=O)(=O)N(CCc1ccccc1)CC(=O)NCc1cccnc1	23	1%	3%	7%	-20%	5%
CC(C)(C)Nc1nc(C(N)=O)nc(N2CCOCC2)n1	22	6%	1%	12%&-24%	-15%	6%
COc1ccc(S(=O)(=O)Nc2ccc3c(c2)C(=O)N([C@H](C)CO)C[C@H](C)[C@@H](CN(C)C(=O)Nc2ccc(C(F)(F)F)cc2)O3)cc1	-1	x	x	u	162%[activator]	x
CN(CC(=O)Nc1ccccc1C(F)(F)F)C(=O)CSc1nnc(N)s1	0	x	x	3%	-18%	x
O[C@H]1c2ccccc2[C@H](Cc2cncs2)[C@@H]1Br	14	-6%	-1%	-2%	-3%	x
C=CCOC(=O)C1=C(C)NC2(O)c3ccccc3C(=O)C12O (centres undefined)	27	-18%	-17%	-15%	-12%	-14%
Cc1cccn2c(=O)c(C=Nc3ccccc3)c(NCc3ccco3)nc12	x	u	4%	-20%	-19%	-30%
CC(=O)Nc1ccc(S(=O)(=O)N2CCN(c3ccc([N+](=O)[O-])c(NCCN4CCOCC4)c3)CC2)cc1	-37	-5%	-5%	-11%	200%[activator]	-14%
COc1ccc(-n2nnnc2-c2ccccc2)cc1	-60*	-15%	4%	-5%	-15%	-3%
COc1ccc(O)c(/C=C2/SC(=S)N(Cc3ccccc3)C2=O)c1	-24	u	10%	14%	-40%	-7%
CCN1CCN(CC(=O)NC2CCCC2)C(=O)C1=O	33	7%	-12%	6%	-17%	-1%
c1ccc2[nH]c(CSc3ncnc4c3oc3ccccc34)nc2c1	-12	-19%	3%	u	-42%	0%
CC1(C)C=Cc2cc3ccc(=O)oc3cc2O1	-30	-3%	3%	-7%	-27%	8%&0%
CN(C)c1ccc(NC(=O)Oc2ccccc2)cc1	-18	-33%	1%	11%	-25%	u
COc1cccc(CSc2nc3ccncc3[nH]2)c1	36	24%	7%	-12%	-10%	-7%
CCN(c1ccccc1)S(=O)(=O)c1cc(CN2C(=O)c3cccnc3C2=O)ccc1OC	-23	-2%	-5%	23%	5%	5%
NC(=O)CSc1nnnn1-c1cccc(Cl)c1	1	1%	4%	33%[activator]	-7%	-2%
COc1ccc(CCNc2cc(C)nc3c(-c4ccc(Cl)cc4)c(C)nn23)cc1OC	u	6%	-8%	u	-5%	-14%
C[C@H]1[C@H](C)CC[C@]2(C)CC[C@]3(C)C(=CC[C@@H]4[C@@]5(C)CC[C@@H](O)[C@](C)(C(=O)O)[C@@H]5CC[C@]43C)[C@H]12	x	22%	-8%	x	-1%	17%
O=C(NC1CCCC1)c1ccc([N+](=O)[O-])s1	-32	-4%	u	u	-17%	-1%
Clc1cc(Br)ccc1OCCCn1ccnc1	18	-16%	1%	u	-4%	-23%
CCOC(=O)c1cc(S(=O)(=O)N2CCC(C)CC2)cn1C	-35	-3%	3%	-10%	14%	x
CC(=O)c1ccc(OCC(=O)Nc2ccc(N3CCCCC3)cc2)cc1	-39	-22%	0%	u	2%	x
Cc1occc1C(=O)N/N=C/c1cnn(C)c1C	77	-9%	-13%	-8%	-9%	-1%
Cn1nc(-c2ccc(Cl)cc2)c2cc(C(=O)NCCCN3CCOCC3)sc21	x	1%	-4%	u	0%	2%
CCOC(=O)[C@H]1[C@H]2COc3ccc(OC)cc3[C@@H]2N2C(=O)CN(CC3CCCO3)C(=O)[C@@]12C (some centres undefined)	20	-2%	-1%	6%	48%	x
O=C1CCC/C(=N\NC(=O)c2ccc(CSc3cccc4cccnc34)cc2)C1	-24	-1%	u	-23%	-11%	-14%
CCN1C(=O)/C(=C/c2cc(C)n(C)c2C)SC1=Nc1ccc(OC)cc1	24	u	-6%	u	74%[activator]	-11%
CCC(OC(=O)c1nsc(Cl)c1Cl)C(=O)NCc1cccs1 (centres undefined)	-1	1%	-5%	16%	-17%	0%
N#CCSc1ncccc1-c1nc2ccccc2[nH]1	54	3%	-2%	1%	-8%	-3%
Cc1ccc(CNC(=O)CN2C(=O)c3ccccc3S2(=O)=O)cc1	-9	17%	u	21%	-16%	14%
COc1ccc(-c2nc3cc([N+](=O)[O-])ccc3o2)cc1	104	12%	5%	22%	-30%	-3%
COc1ccc(NC(=O)CS(=O)(=O)c2ccc(Br)cc2)cc1	x	u	-8%	-19%	-14%	1%
CN(CC(=O)Nc1ccc(Cl)cc1)CC(=O)Nc1cccc2ccccc12	24	8%	2%	u	69%[activator]	x
O=C(c1ccccc1)c1ccc2cc(O)ccc2c1	24	1%	-8%	u	-36%	-10%
COc1ccc(CCC(C)NCc2ccccc2OC)cc1 (centres undefined)	12	u	0%	0%	-1%	u
CCN(CC)CCCn1c2c(c(SCC(=O)Nc3nc4ccccc4s3)nc1=O)CCC2	-2	7%	-12%	u	u	x
O=C1C(=O)N(CCN2CCOCC2)C(c2ccc(Cl)c(Cl)c2)/C1=C(/O)c1ccc2c(c1)OCO2 (centres undefined)	3	u	-2%	29%	2%	x
COc1ccc(Cl)cc1S(=O)(=O)Nc1cccc(-c2ccc(N3CCOCC3)nn2)c1	25	-4%	-4%	x	x	x
NC(=O)[C@@H]1CC2(CC(c3cccc(NC(=O)CC(c4ccccc4)c4ccccc4)c3)=NO2)CN1C(=O)c1ccc(Cl)cc1 (some centres undefined)	-72*	0%	-3%	u	121%[activator]	1%
CC(C)Cn1c2c(c(O)c(C(=O)Nc3ccc(F)cc3)c1=O)CCCC2	-39	9%	-14%	u	-4%	4%
CC1Cc2nc(SCC(=O)NCC3CCCO3)n(Cc3ccccc3)c(=O)c2S1 (centres undefined)	x	-19%	2%	11%	-3%	4%
CCOC(=O)c1cnn(-c2ccc(C(C)C)cc2)c1NC(=O)C1CCC1	6	-35%	-4%	u	-8%	3%
COc1cccc(C(=O)NCCS(=O)(=O)N2CCC3(CC2)OCCO3)c1	-7	0%	-18%	12%	-13%	x
COc1ccccc1NC(=O)CCn1c(=S)oc2ccccc21	19	-33%	0%	-25%	-17%	7%
CCn1c(=O)c([N+](=O)[O-])c(NCc2ccco2)c2ccccc21	9	9%	0%	-14%	-4%	3%
O=C(CSc1nnnn1C1CCCCC1)Nc1ccccc1F	18	x	-7%	-7%	17%	1%
C/C(=N\NC(=O)c1ccc(O)cc1)c1ccc(NC(=O)Cc2ccccc2)cc1	61	-4%	4%	-20%	-60%	x

One compound at a time, as listed above:
CCn1c(=O)c([N+](=O)[O-])c(NCc2ccco2)c2ccccc21 in the list: HCMV inh: 9; Sm TGR inh: 9%; AmpC detergent: 0%; HCV inhibitor: -14%; AmpC inh no detg: -4%; FBPA Giardia inh: 3%
C/C(=N\NC(=O)c1ccc(O)cc1)c1ccc(NC(=O)Cc2ccccc2)cc1 in the list: HCMV inh: 61; Sm TGR inh: -4%; AmpC detergent: 4%; HCV inhibitor: -20%; AmpC inh no detg: -60%; FBPA Giardia inh: x

Next section
Structure	HCMV inh	Sm TGR inh	AmpC detergent	HCV inhibitor	AmpC inh no detg	FBPA Giardia inh
O=C(CSc1ccc(Cl)cc1)NC1CCCC1	32	1%	-1%	5%	-9%	7%
CCOc1ccc(CCNC(=O)c2cc(C)nc3c2c(C)nn3-c2cccc(F)c2)cc1	-8	1%	-3%	x	x	x
COc1ccccc1CCC(=O)OCC(=O)Nc1cccc(S(=O)(=O)N2CCCCC2)c1	-31	-7%	-6%	-21%	-14%	x
Cc1nn(CCOc2ccccc2)c(=O)n1-c1ccc(Cl)cc1	59	-2%	u	29%	-8%	2%
CCN(CC)CCn1c(NCc2nc3ccccc3n2Cc2ccccc2)nc2ccccc21	2	-2%	u	u	90%[activator]	2%
CCN(CC)c1ccc(C(=O)NNC(=O)CN2C(=O)NC3(CCCCC3)C2=O)cc1	-11	-5%	u	9%	-19%	x
CN(C)S(=O)(=O)c1ccc(C(=O)NCCOc2ccccc2)cc1	147	-1%	-12%	2%	-5%	4%
Cc1ccc(NC(=O)C(CC(C)C)NC(=O)C2CCC(C)CC2)nc1 (centres undefined)	-22	3%	-5%	-18%	-36%	-3%
COc1ccc(NC(=O)NNC(=O)c2cc(C3CC3)nc3ccccc23)c(OC)c1	165	2%	u	-5%	-28%	0%
Cc1c(Cl)cccc1NC(=O)CSc1nc2c(c(=O)[nH]1)CCCC2	x	-9%	9%	x	-6%	-6%
CCC1CN(S(=O)(=O)c2cc(-c3onc(C)c3C)ccc2C)c2cc(Cl)ccc2O1 (centres undefined)	-67*	6%	4%	x	x	x
COc1ccc(-n2nnc3c(=O)n(CC(=O)Nc4cc(C)on4)cnc32)cc1OC	-13	6%	3%	2%	-28%	-1%
Cc1ccc(-n2ncc3c2CC(C)(C)CC3NC(=O)CCc2cccnc2)cc1 (centres undefined)	x	0%	2%	u	102%[activator]	x
O=C(Cn1c(=O)n(Cc2ccccc2)c(=O)c2sc3ccccc3c21)Nc1ccc(F)cc1	5	-1%	27%	x	x	x
Cc1ccc(S(=O)(=O)N2CCN(C(=O)NCc3ccc(F)cc3)CC2)c(C)c1	-71*	0%	0%	-22%	11%	9%
Cc1ccc(C2N(c3ccc(Cl)c(Cl)c3)C(=O)C3CCCN32)o1 (centres undefined)	26	23%	-1%	4%	-9%	7%

Compound activity: PubChem, National Center for Advancing Translational Sciences (NCATS)
